esBAF inh: SWI/SNF esBAF complex inhibition | mouse ES cells, Bmi1-luciferase knock-in reporter, 24 h; 100% = twice the neutral-well signal | reporter increase, % at 12.5 µM | 2% of 350,000 active; in the data active = activation above about 40%;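 also: 0% = median of the plate's neutral control wells and 100% = double that signal; a rise in the Bmi1 reporter signal indicates esBAF inhibition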
SIRT5 inh: sirtuin-5 (human) deacylase inhibition; Q9NXA8; Purified SirT5, succinyl-peptide AMC, trypsin-coupled fluorescence; inhibition, % at 15 µM; 1.1% of 330,000 active; in the data active = inhibition above about 15%
Target sequence (Q9NXA8 whole entry, looked up): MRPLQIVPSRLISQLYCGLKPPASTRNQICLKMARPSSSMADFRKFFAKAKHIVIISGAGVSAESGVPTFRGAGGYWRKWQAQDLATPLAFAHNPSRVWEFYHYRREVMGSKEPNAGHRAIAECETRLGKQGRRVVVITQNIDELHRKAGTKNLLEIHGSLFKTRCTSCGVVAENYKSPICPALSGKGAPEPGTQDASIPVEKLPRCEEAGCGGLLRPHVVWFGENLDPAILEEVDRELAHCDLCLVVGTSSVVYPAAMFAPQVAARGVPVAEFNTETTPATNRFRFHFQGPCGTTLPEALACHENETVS
LGR2 inh: Drosophila LGR2 receptor signaling inhibition; inhibition, % at 9.99 µM; 0.35% of 380,000 active; HEK293 LGR2, CRE-luciferase, bursicon-stimulated, 4 h;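 active = drop in luminescence signal, shown as inhibition above about 50% in the replicate tests, limit read from the data, passing the limit was not always enough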;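 also: agonist challenge used bursicon conditioned medium at about half maximal strength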
C2C12 statin: suppression of simvastatin myotoxicity; C2C12 myotubes + simvastatin, ATP luminescence, 48 h; scaled: DMSO 0, geranylgeraniol control 100; rescue of ATP level, % at 7.49 µM; 0.78% of 330,000 active;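 active = mean ATP rescue above about 67%, or every replicate alone reaching that limit, limit read from the data, passing the limit was not always enough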;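 also: myotubes were challenged with 10 µM simvastatin during compound exposure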
S100A4 MyoIIA: blocks human S100A4 binding to myosin IIA peptide; P26447; S100A4/TAMRA-MyoIIA peptide fluorescence polarization; inhibition, % at 10.7 µM; 0.14% of 360,000 active; AID 652163;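 active = mean inhibition of at least 70% across replicates, with every replicate also reaching that level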
Target sequence (P26447 whole entry, looked up): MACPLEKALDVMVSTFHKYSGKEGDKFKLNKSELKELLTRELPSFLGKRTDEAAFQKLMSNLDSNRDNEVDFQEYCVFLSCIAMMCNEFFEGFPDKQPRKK
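assay system = human S100A4 monomer with TAMRA-labelled myosin IIA peptide | also added = labelled myosin peptide probe, 5 nM | incubation = 5 min between mix addition and reading | control set = DMSO and TFP controls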
FN deposit inh: fibronectin deposition inhibition; inhibition, % at 12.6 µM; AID 743247; 0.086% of 350,000 active; AH1F fibroblasts, Alexa488-fibronectin deposition fluorescence, overnight;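 active = mean inhibition across replicates of 30% or more, regardless of how many single replicates reach that level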;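 also: positive control wells lacked labelled fibronectin entirely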
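material = AH1F fibroblast monolayer depositing Alexa488-labelled fibronectin into matrix | amount = 10000 AH1F cells/well | buffer or medium = DMEM plus 2% serum, read in PBS | incubation = 1 h cell adhesion before compound, then overnight fibronectin incubation | detection = fluorescence at 485 nm excitation, 525 nm emission | evaluation = percent inhibition as loss of matrix-bound fibronectin fluorescence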
Casp6 inh: inhibitors of human caspase-6. 0.53% of 350,000 active. AID 686996. purified caspase-6, Z-VEID-R110 cleavage fluorescence. inhibition, % at 12.5 µM;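 active = mean inhibition across replicates at least about 35%, with every replicate also reaching that limit, limit read from the data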;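 also: 0% = median of neutral control wells and 100% = no fluorescence left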
Target sequence (P55212 24-179 limits assumed): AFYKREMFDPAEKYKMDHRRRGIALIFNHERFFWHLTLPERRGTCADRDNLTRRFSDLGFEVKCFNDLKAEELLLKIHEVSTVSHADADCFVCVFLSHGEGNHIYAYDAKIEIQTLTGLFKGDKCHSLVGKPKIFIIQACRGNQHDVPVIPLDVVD
Target sequence (P55212 194-293 limits assumed): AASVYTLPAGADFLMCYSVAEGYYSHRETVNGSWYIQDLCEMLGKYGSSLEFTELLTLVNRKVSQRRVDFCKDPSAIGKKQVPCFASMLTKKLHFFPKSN
An asterisk follows results filed as active.

CCOC(=O)C1(C)CCN1C(=O)c1c(F)cccc1F (stereo not drawn) was read as esBAF inh 0.0, LGR2 inh -3.5, C2C12 statin -1.2, S100A4 MyoIIA 4.3 and Casp6 inh 32.1.
Screening CCn1c(SCCC(C)C)nnc1-c1c[nH]c2ccccc12 returned esBAF inh 4.5, SIRT5 inh -4.9, LGR2 inh 17.5, C2C12 statin -7.8, S100A4 MyoIIA -15.0 and Casp6 inh -0.5.
For CCCSc1nc(C)cc(C)c1C(N)=O the results were esBAF inh 0.0, C2C12 statin -7.4 and FN deposit inh 5.6.
`Cc1c(C(=O)NCCN2CCOCC2)sc2nc(-c3ccc(F)cc3)cn12` gave esBAF inh 2.3, SIRT5 inh 26.8*, LGR2 inh -19.8, C2C12 statin -24.5, S100A4 MyoIIA -6.3 and Casp6 inh -4.4.
Screening CC(C)C(=O)NC(=S)Nc1ccccc1C(=O)Nc1ccccc1 returned SIRT5 inh -3.1, LGR2 inh -2.9, S100A4 MyoIIA 3.8 and Casp6 inh 0.0.
`Cc1nnc(NC(=O)CSc2ccccc2N)s1` gave esBAF inh 16.3, SIRT5 inh 2.2, LGR2 inh -1.6, C2C12 statin -8.2, S100A4 MyoIIA 0.6, FN deposit inh 2.5 and Casp6 inh -2.5.
`O=C(C[C@@H]1C=C[C@@H](NC(=O)CCN2CCCCC2)[C@@H](CO)O1)Nc1nccs1` gave esBAF inh -7.1, SIRT5 inh 1.4, LGR2 inh 17.0, C2C12 statin 14.6, S100A4 MyoIIA 4.3, FN deposit inh -11.7 and Casp6 inh 1.6.
For N#C[C@@H]1[C@H](c2ccc(C#Cc3cccc(F)c3)cc2)[C@@H](CO)N1C(=O)C1CCCC1 the results were esBAF inh -67.4, SIRT5 inh 9.4, LGR2 inh 82.4*, C2C12 statin 15.0, S100A4 MyoIIA -5.8, FN deposit inh -2.4 and Casp6 inh -2.1.
`O=C(c1cn(-c2ccccc2)nc1-c1cccc(Br)c1)N1CCOCC1` gave esBAF inh -0.1, SIRT5 inh -3.4, LGR2 inh 2.6, C2C12 statin 6.7, S100A4 MyoIIA -1.7, FN deposit inh 4.1 and Casp6 inh 2.7.
CCN(CC)C(=O)C1=C(C)N(Cc2ccc(C(C)(C)C)cc2)C(=O)C(CC(=O)NC(c2ccccc2)c2ccccc2)C1 (stereo not drawn) was read as esBAF inh 16.7, LGR2 inh 30.7, C2C12 statin -3.5, S100A4 MyoIIA 4.8, FN deposit inh -2.8 and Casp6 inh -0.3.
Cc1ccc(S(=O)(=O)N(C)C[C@H]2Oc3ccc(NS(=O)(=O)c4ccc(Cl)cc4)cc3CC(=O)N([C@H](C)CO)C[C@H]2C)cc1 was read as esBAF inh -3.4, SIRT5 inh 2.4, LGR2 inh -16.2, C2C12 statin -2.6, S100A4 MyoIIA -0.5 and Casp6 inh 1.6.
`CCNC(=O)C1CCCN(Cc2ccc(OCc3ccccc3)cc2)CC1` (stereo not drawn) gave esBAF inh 4.7, LGR2 inh -9.2, C2C12 statin -6.6, S100A4 MyoIIA -4.5, FN deposit inh 5.9 and Casp6 inh -23.0.
`C[C@@H]1CCCCO[C@@H](CN(C)C(=O)CCCN(C)C)[C@H](C)CN([C@@H](C)CO)C(=O)c2cc(NS(=O)(=O)c3ccccc3)ccc2O1` gave esBAF inh 1.6, SIRT5 inh -3.2, LGR2 inh 3.2, S100A4 MyoIIA -5.6, FN deposit inh -2.6 and Casp6 inh -0.5.
Screening NC(c1csc(Nc2cnccn2)n1)c1ccccc1Cl (stereo not drawn) returned esBAF inh -5.2, SIRT5 inh -2.2, LGR2 inh -10.2, C2C12 statin 6.7, S100A4 MyoIIA -0.5, FN deposit inh 3.3 and Casp6 inh 1.3.
Screening COc1ccc(CCNC(=O)c2cc(C3CC3)nc3c2cnn3C(C)C)cc1OC returned esBAF inh 3.9, SIRT5 inh -3.3, LGR2 inh -1.3, C2C12 statin -5.0, S100A4 MyoIIA -1.2, FN deposit inh -9.0 and Casp6 inh -1.0.
Cc1c(NC(=O)C(C)OC(=O)c2cccc(S(=O)(=O)N3CCOCC3)c2)c(=O)n(-c2ccccc2)n1C (stereo not drawn) was read as SIRT5 inh -1.1, LGR2 inh -3.3, S100A4 MyoIIA -2.1, FN deposit inh 0.7 and Casp6 inh -5.3.
`CCc1nc2sc(C(C)=O)c(N)c2c2c1CCCC2` gave SIRT5 inh -3.8, LGR2 inh 2.2, S100A4 MyoIIA -6.4, FN deposit inh 9.1 and Casp6 inh 2.7.
CC(C)CC(=O)Nc1nnc(SCC(=O)NCc2ccc3c(c2)OCO3)s1 was read as SIRT5 inh 6.1, LGR2 inh -0.6, S100A4 MyoIIA -1.1, FN deposit inh 2.2 and Casp6 inh -1.3.
For C[C@H]1CN([C@@H](C)CO)C(=O)c2cc(-c3ccncc3)cnc2O[C@H]1CN(C)C(=O)c1ccncc1 the results were esBAF inh 2.0, SIRT5 inh 16.2*, LGR2 inh 6.1, C2C12 statin 13.7, S100A4 MyoIIA -10.2 and Casp6 inh 1.2.
For C/C=C/c1ccc2c(c1)O[C@H](CN(C)C(C)=O)[C@@H](C)CN([C@H](C)CO)S2(=O)=O the results were esBAF inh 5.4, SIRT5 inh -3.0, LGR2 inh -3.4, C2C12 statin 8.9, S100A4 MyoIIA -0.2, FN deposit inh -6.5 and Casp6 inh 0.7.
Cn1c(CC(=O)NNC(=O)c2ccc(Cl)nc2)nc2ccccc21 was read as esBAF inh -5.9, SIRT5 inh 5.1, LGR2 inh 1.9, C2C12 statin 4.9, S100A4 MyoIIA 8.3, FN deposit inh 0.3 and Casp6 inh 2.4.
Screening C[C@@H](C(=O)N(C)C[C@H]1OCc2ccccc2-c2c(n(C)c3ccccc23)C(=O)N([C@@H](C)CO)C[C@@H]1C)c1ccccc1 returned SIRT5 inh 9.9, LGR2 inh 16.7, S100A4 MyoIIA 19.3, FN deposit inh -2.5 and Casp6 inh -0.6.
For CCOc1cccc(C(=O)N(Cc2cccc(F)c2)C2CCS(=O)(=O)C2)c1 (stereo not drawn) the results were esBAF inh -0.6, SIRT5 inh -0.6, LGR2 inh -5.4, C2C12 statin 18.4, S100A4 MyoIIA 0.2, FN deposit inh 4.8 and Casp6 inh -0.1.
N#C[C@@H]1[C@@H](c2ccccc2)[C@H](CO)N1S(=O)(=O)Cc1ccccc1 was read as esBAF inh 4.5, SIRT5 inh 0.4, LGR2 inh 6.2, C2C12 statin -3.2, S100A4 MyoIIA -9.1, FN deposit inh 5.4 and Casp6 inh 1.5.
COCC(=O)N1CC2(C1)[C@H](c1ccccc1)[C@@H](CO)N2CCC(F)(F)F was read as SIRT5 inh -0.2, LGR2 inh -36.7, S100A4 MyoIIA -3.4, FN deposit inh 5.8 and Casp6 inh -0.9.
For O=C1CC(N2CCC(O)(c3ccc(Br)cc3)CC2)C(=O)N1c1ccc(Cl)cc1 (stereo not drawn) the results were SIRT5 inh 10.1, LGR2 inh -8.2, S100A4 MyoIIA -4.8, FN deposit inh 5.5 and Casp6 inh 1.2.
For CN(c1nc2ccccc2n2c(-c3ccco3)nnc12)S(=O)(=O)c1ccccc1 the results were esBAF inh -1.3, C2C12 statin -1.1 and FN deposit inh -3.1.
Screening CC[C@@]1(C(=O)OC)N[C@H](CN(C)C(=O)Nc2ccccc2)[C@@H]2C(=O)N(Cc3ccccc3)C(=O)[C@@H]21 returned esBAF inh 3.6, LGR2 inh -11.6, C2C12 statin 2.6, S100A4 MyoIIA 8.6, FN deposit inh -4.5 and Casp6 inh 0.1.
Screening CN1c2ccccc2C(C)(C)C12C=Nc1c(cc(N3CCOCC3)c3ccccc13)O2 (stereo not drawn) returned esBAF inh -7.4, C2C12 statin 8.3 and FN deposit inh 1.1.
`CCc1nc2ccc(C(=O)NCc3ccccc3OC)cn2c1N(CC)CCN(C)C` gave esBAF inh 0.3, SIRT5 inh -2.5, LGR2 inh -14.2, C2C12 statin -1.3, S100A4 MyoIIA 1.6, FN deposit inh -5.2 and Casp6 inh -4.2.

Entries shown so far with a cyano group (2):
For N#C[C@@H]1[C@H](c2ccc(C#Cc3cccc(F)c3)cc2)[C@@H](CO)N1C(=O)C1CCCC1 the results were esBAF inh -67.4, SIRT5 inh 9.4, LGR2 inh 82.4*, C2C12 statin 15.0, S100A4 MyoIIA -5.8, FN deposit inh -2.4 and Casp6 inh -2.1.
N#C[C@@H]1[C@@H](c2ccccc2)[C@H](CO)N1S(=O)(=O)Cc1ccccc1 was read as esBAF inh 4.5, SIRT5 inh 0.4, LGR2 inh 6.2, C2C12 statin -3.2, S100A4 MyoIIA -9.1, FN deposit inh 5.4 and Casp6 inh 1.5.

Next section.
O=C1c2cccc3cc([N+](=O)[O-])cc(c23)C(=O)N1c1ccccc1O was read as SIRT5 inh 3.1, LGR2 inh 22.8, S100A4 MyoIIA -5.2, FN deposit inh -4.8 and Casp6 inh 2.6.
Screening Cc1cc(=O)oc2cc(OCC(=O)NCCCN3CCCC3=O)c(Cl)cc12 returned esBAF inh 1.3, SIRT5 inh 2.8, LGR2 inh 1.3, C2C12 statin 9.3, S100A4 MyoIIA -1.6, FN deposit inh -0.2 and Casp6 inh -2.5.
Screening O=C(Nc1ccccc1Cl)N1C[C@@H]2[C@H](c3ccccc31)[C@@H](CO)N2C(=O)c1cccnc1 returned esBAF inh 3.8, SIRT5 inh 0.9, LGR2 inh -1.6, C2C12 statin 6.9, S100A4 MyoIIA 23.4, FN deposit inh -18.2 and Casp6 inh -0.7.
`Cc1ccc(C)c(S(=O)(=O)N2CCN(C(=O)CN3C(=O)NC(C)(C)C3=O)CC2)c1` gave esBAF inh -3.4, SIRT5 inh 2.0, LGR2 inh 5.2, C2C12 statin 1.7, S100A4 MyoIIA 1.1, FN deposit inh -3.5 and Casp6 inh 0.1.
Screening COC(=O)C(CC(C)C)NC(=O)/C=C/c1ccccc1Cl (stereo not drawn) returned esBAF inh -8.4, SIRT5 inh -9.4, LGR2 inh 0.5, C2C12 statin -0.6, S100A4 MyoIIA -4.5, FN deposit inh -21.6 and Casp6 inh 1.3.
Screening C[C@H](CO)N1C[C@H](C)[C@@H](CN(C)C(=O)Nc2cccc3ccccc23)Oc2ccc(NS(=O)(=O)c3ccc(F)cc3)cc2C1=O returned esBAF inh -3.3, SIRT5 inh 4.6, LGR2 inh -5.5, S100A4 MyoIIA -1.1 and Casp6 inh -2.7.
`COc1ccc(NC(=O)CN(C)C(=O)c2ccccc2SCC(=O)N2CCCC2)cc1` gave esBAF inh -7.1, SIRT5 inh -1.4, LGR2 inh -2.7, C2C12 statin -3.5, S100A4 MyoIIA -0.2, FN deposit inh 4.2 and Casp6 inh 13.9.
`CCN(C(=O)COC(=O)c1cccc2ccccc12)c1c(N)n(Cc2ccccc2)c(=O)[nH]c1=O` gave esBAF inh 2.9, SIRT5 inh 1.5, LGR2 inh 21.4, C2C12 statin 16.5, S100A4 MyoIIA -0.9, FN deposit inh -10.6 and Casp6 inh 7.3.
Screening O=C(O)[C@@H]1CCCN1C(=O)COc1ccc2c3c(c(=O)oc2c1)CCC3 returned esBAF inh -5.6, C2C12 statin -0.8, S100A4 MyoIIA 4.9 and Casp6 inh 1.0.
COC(=O)[C@@H]1[C@@H](CO)[C@@H]2Cn3c(ccc(C4=CCCC4)c3=O)[C@@H]2N1C(=O)Cc1cccnc1 was read as esBAF inh 0.5, SIRT5 inh -7.3, LGR2 inh -3.3, C2C12 statin -31.2, S100A4 MyoIIA -15.2, FN deposit inh -7.9 and Casp6 inh 5.4.
Screening CCc1ccc(C(c2ccc(CC)cc2)C(Cl)Cl)cc1 returned esBAF inh 2.0, LGR2 inh 5.2, C2C12 statin -0.9, S100A4 MyoIIA -2.1 and Casp6 inh -4.2.
`CCN(CC)S(=O)(=O)c1ccc(OCCNS(C)(=O)=O)cc1` gave SIRT5 inh -2.6, LGR2 inh 13.8, S100A4 MyoIIA -0.8, FN deposit inh 10.6 and Casp6 inh 0.6.
`N#CCCN(C(=O)COC(=O)C1=COCCO1)c1ccc(F)cc1` gave esBAF inh -2.6, SIRT5 inh -3.3, LGR2 inh 6.2, C2C12 statin -19.7, S100A4 MyoIIA -1.0, FN deposit inh -6.2 and Casp6 inh -1.3.
For Cc1cc(O)c(C(=O)/C=C/c2ccccc2Br)c(=O)o1 the results were esBAF inh 24.2, SIRT5 inh 1.7, LGR2 inh -8.3, C2C12 statin 23.6, S100A4 MyoIIA -15.6, FN deposit inh 7.4 and Casp6 inh -1.0.

Screens (PubChem BioAssay)

A portion of the library, so the mix of outcomes need not match the whole.
